Screening results: PubChem, Columbia University Molecular Screening Center
mHtt clearance = clearance of mutant huntingtin inclusions, primary screen, imaging, HeLa Exon1htt(103Q)mCFP, confocal imaging; aggregate imaging; zero = plate's median compound well; inhibition, % at 1.5 µM; 0.42% of 47,000 active; AID 853, 2007;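 active = inhibition of aggregate fluorescence above about 70%, also judged a hit by eye on the cell image, limit read from the data, passing the limit was not always enough; inconclusive = no rule stated for this call; inactive = not judged a hit on image review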;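 also: cells exposed to compound for three days before fixation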
mHtt clearance grain fraction = further read-out of mHtt clearance, marked with its call; fraction fluorescence in grains; measured here: aggregate grain fluorescence fraction; hits give low values;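 scaled fraction of total cell fluorescence in grains with unit not stated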
Starred values were filed as active, the others as inactive; ? = inconclusive; . = no result given. Some of the compounds tested; count on the stated rates, not on these rows.

mHtt clearance | mHtt clearance grain fraction | Compound
? | . | COc1ccc(OCc2nnc(SC(C)C(=O)Nc3nccs3)n2-c2ccccc2)cc1 (stereo unspecified)
-171 | 53 | O=C(CCCCCN1C(=O)c2ccccc2C1=O)Nc1ccc(F)cc1
-26 | 39 | CCOC(=O)c1ccc(NC(=O)C2=C(C)Nc3nc(CCCO)nn3C2c2ccc(OC)cc2)cc1 (stereo unspecified)
-10 | 51 | COc1ccc(C2=NOC(C(=O)Nc3cc(C)on3)C2)cc1 (stereo unspecified)
-84 | 69 | COc1cccc2[nH]c3c(N4CC(C)CC(C)C4)ncnc3c12 (stereo unspecified)
-1 | 31 | COc1ccc(C(NC(=O)c2cccnc2)c2cc(Cl)c3cccnc3c2O)cc1OC (stereo unspecified)
-4 | 19 | Cc1cc(C)nc(SCc2csc(N)n2)n1
-14 | 50 | CCOC(=O)C1(c2ccccc2)NC(c2ccc(N(C)C)cc2)C2C(=O)N(C)C(=O)C21 (stereo unspecified)
-46 | 46 | Cc1ccc(OCCN2C(=O)c3ccccc3C2=O)cc1
-11 | 41 | c1ccc2oc(SCc3nc4ccccc4s3)nc2c1
-9 | 44 | Cc1nc2ccc(S(=O)(=O)N(C)CC(=O)N3CCc4ccccc43)cc2s1
32 | 25 | CCOC(=O)N1CCC(NC(=O)CS(=O)Cc2nc(-c3ccc(OC)c(OC)c3)oc2C)CC1 (stereo unspecified)

Further compounds follow:
mHtt clearance | mHtt clearance grain fraction | Compound
42 | 21 | Cc1nc(NCC2CCCO2)nc2c1C(=O)CC(C)(C)C2 (stereo unspecified)
? | . | Cc1ccc(C(=O)NC2CCCCCC2)o1
17 | 43 | Cc1cccc(N2CCN(C(=O)c3cnn4c(C(F)F)cc(-c5ccccc5)nc34)CC2)c1C
-51 | 28 | CCOC(=O)C(C)(C)Sc1ncnc2nc[nH]c12
25 | 13 | CN1CCN(c2ccc(NC(=O)c3cccc(OCc4ccccc4)c3)cc2)CC1
4 | 21 | c1ccc2c(c1)CCN(c1nc3cc4c(cc3s1)OCO4)C2
2 | 37 | CC(C)CCNC(=O)CN(Cc1ccc2c(c1)OCO2)C(=O)Cn1nnc(-c2cccs2)n1
19 | 17 | O=C(CSc1ccccc1C(=O)O)NCc1ccco1
29 | 14 | CNC(=O)c1ccccc1NC(=O)c1c(O)c2c([nH]c1=O)CCCC2
-394 | 157 | Cc1ccc(C(=O)NNC(=S)Nc2cccc(Cl)c2Cl)cc1[N+](=O)[O-]
48 | 27 | COc1ccc(-n2c(Cn3c(=O)sc4ccccc43)nnc2SCC(N)=O)cc1
-44 | 55 | CC(=O)c1cccc(NC(=O)CC2SC(N3CCCCC3)=NC2=O)c1 (stereo unspecified)

Already shown: two of the compounds above.
mHtt clearance | mHtt clearance grain fraction | Compound
48 | 27 | COc1ccc(-n2c(Cn3c(=O)sc4ccccc43)nnc2SCC(N)=O)cc1
-44 | 55 | CC(=O)c1cccc(NC(=O)CC2SC(N3CCCCC3)=NC2=O)c1 (stereo unspecified)

Next entries.
mHtt clearance | mHtt clearance grain fraction | Compound
-59 | 35 | Cc1cnc(NC(=O)CCCSc2nc3ccccc3s2)s1
11 | 28 | COc1ccc(NC(=O)c2cccnc2Nc2ccccc2)cc1
-15 | 22 | O=C1CCCc2nn(-c3ccccc3)nc21
55 | 17 | O=C1CCCN1CCCNc1ncnc2c1[nH]c1ccccc12
10 | 32 | Nc1ccc2c(c1)ncn2CCCn1cnc2cc(N)ccc21
-16 | 44 | CC(=O)c1c(O)cc(=O)n(-c2ccccc2)c1-c1ccc(C)cc1
26 | 15 | c1coc(-c2nc(-c3ccncc3)no2)c1
67 | 5.8 | COc1ccccc1NC(=O)C1CCCN(c2nc(C)cc(C)n2)C1 (stereo unspecified)
-46 | 50 | Brc1cccc(-c2nnc3sc(CN4CCCCC4)cn23)c1
24 | 15 | O=C(CSc1nnc(-c2ccccc2)c(-c2ccccc2)n1)NCc1ccco1
-53 | 63 | CCn1c(CCNC(=O)c2ccc(F)cc2)nc2ccccc21
18 | 19 | CCCCCCCCNc1ncnc2ccccc12

Next section:
mHtt clearance | mHtt clearance grain fraction | Compound
-52 | 54 | Nc1cc(N)cc(-c2nc3ccccc3[nH]2)c1
-47 | 28 | CCN(CC)c1nc(N(CC)CC)[nH]c(=O)n1
25 | 30 | CCOC(=O)C1CCCN(C(=O)Cn2cccc2C(=O)c2ccccc2)C1 (stereo unspecified)
2 | 38 | Cc1cnn(CCC(=O)NNC(=S)Nc2ccccc2)c1
34 | 11 | CCN(CC(=O)NC)S(=O)(=O)c1ccc(Br)cc1
-33 | 29 | CCCC(C)n1[nH]c(=O)c2c(C)cc(C)nc21 (stereo unspecified)
16 | 32 | COc1ccc(S(=O)(=O)N2Cc3ccccc3CC2C(=O)Nc2nccs2)cc1 (stereo unspecified)
-29 | 25 | CC(C)COC(=O)c1cccc2c1-c1ccccc1/C2=N\O
-22 | 46 | O=C(Nc1ccccc1)c1n[nH]c(Cn2cncn2)n1
-27 | 27 | COc1cccc(CNC(=O)CCn2c(=O)oc3ccccc32)c1
-7 | 19 | O=S(=O)(N1CCOCC1)N1CCN(c2ccc(F)cc2)CC1
4 | 18 | CCn1c(SCC(=O)c2ccc(F)cc2)nnc1-c1ccoc1C

Continued:
mHtt clearance | mHtt clearance grain fraction | Compound
5 | 20 | Cc1ccc(S(=O)(=O)N2CCN(Cc3ccccc3C(F)(F)F)CC2)cc1
-49 | 72 | COc1ccc(N(CC(=O)Nc2cc(OC)ccc2OC)S(=O)(=O)c2c(C)nn(C)c2C)cc1
-79 | 31 | O=C(Nc1ncc(C(F)(F)F)cc1Cl)C1COc2ccccc2O1 (stereo unspecified)
-38 | 23 | Cn1c(SCCN2CCCCC2)nnc1-c1ccccc1Br
30 | 26 | C=CCSc1ncccc1C(=O)NCc1ccccc1
9 | 32 | Cc1cc(NC(=O)C2C3C(=O)N(CCC(C)C)C(C(=O)NCc4ccccc4)C34C=CC2(C)O4)no1 (stereo unspecified)
24 | 15 | Cc1ccccc1N(CC(=O)O)S(C)(=O)=O
26 | 16 | COc1cc(OC)c(OC)cc1CN1CCN(c2ccccc2OC)CC1
-51 | 67 | O=C(NCc1ccco1)c1cccn2c(=O)c3sccc3nc12
12 | 38 | N#Cc1ccc(C(c2nnnn2Cc2ccccc2)N2CCCC2)cc1 (stereo unspecified)
-34 | 54 | CCCOc1ccc(-c2nnn(CC(=O)c3ccc4c(c3)OCCO4)n2)cc1
-1 | 40 | O=C(Nc1cccn(Cc2ccccc2)c1=O)NC1CCCCC1

(next part)
mHtt clearance | mHtt clearance grain fraction | Compound
-10 | 40 | COc1ccc(N(C(=O)c2ccc(S(=O)(=O)N3CCOCC3)cc2)C2C=CS(=O)(=O)C2)cc1 (stereo unspecified)
26 | 28 | Cc1oc(-c2ccccc2F)nc1CN1CCC(C(=O)NCc2cccnc2)CC1
-50 | 31 | CCCN1CCN(CCCNC(=O)Cn2nc(-c3ccc(C)cc3)ccc2=O)CC1
-24 | 22 | O=S(=O)(NCCc1ccccn1)c1cccs1
15 | 16 | CCC(OC(=O)c1cccs1)C(=O)NCc1ccc2c(c1)OCO2 (stereo unspecified)
37 | 11 | CC(C)[C@H](NC(=O)OC(C)(C)C)c1nnc(SCC(=O)Nc2ccc(Br)cc2)o1
-12 | 42 | CC(=O)c1sc(NC(=O)c2ccco2)nc1-c1ccccc1
-12 | 21 | Cc1cc(Cl)c(S(=O)(=O)N2CCN(c3ccc(F)cc3)CC2)cc1OCC(N)=O
43 | 23 | Cc1ccc(CNC(=O)COC(=O)c2cnccn2)cc1
-48 | 44 | O=C1c2ccccc2N2C(=O)c3ccccc3C2N1O (stereo unspecified)
73* | 11* | CC(NC(=O)CSc1nc2c(cc1C#N)CN(C)CC2)c1ccccc1 (stereo unspecified)
11 | 17 | CC1(C)NC(=O)N(CC(O)CN2CCCC2)C1=O (stereo unspecified)

(further entries)
mHtt clearance | mHtt clearance grain fraction | Compound
-18 | 43 | CCC(C)(C)n1nnnc1C(c1cc2ccc(OC)cc2[nH]c1=O)N1CCc2ccccc21 (stereo unspecified)
-36 | 29 | CNc1nc(Sc2ccccc2)cc(C(F)(F)F)n1
-17 | 43 | Cc1c(Cl)ccc2c1NC(=O)[C@]21N[C@@H](CCC(N)=O)[C@H]2C(=O)N(c3ccc(F)cc3)C(=O)[C@H]21
-15 | 47 | NS(=O)(=O)c1ccc(CCNC(=O)C2CCCN(S(=O)(=O)c3cccnc3)C2)cc1 (stereo unspecified)
-16 | 49 | COc1ccc(Oc2cc(C)c3ccccc3n2)cc1
13 | 16 | CC(C)Cc1cc(C(=O)Nc2cc(C(F)(F)F)ccc2Cl)no1
-23 | 37 | O=C(Cc1cn2ccsc2n1)Nc1ccccc1Oc1ccccc1
32 | 26 | O=C(CSc1ccc2c(c1)OCCO2)Nc1ccc2c(c1)OCO2
4 | 20 | N#Cc1nc(-c2cccc3ccccc23)oc1NCCN1CCCCC1
36 | 13 | CCOC(=O)C(CC)n1cnc2c(oc3ccccc32)c1=O (stereo unspecified)
-5 | 36 | CCOC(=O)c1cc(C)n(Cc2cccc(OC)c2OC)c1C
-12 | 20 | O=C(CN1CCCN(S(=O)(=O)c2ccc(Br)cc2)CC1)Nc1ccc2c(c1)OCO2

(cont.)
mHtt clearance | mHtt clearance grain fraction | Compound
36 | 12 | O=C(N1CCCCC1)N1CCCN(C(=O)N2CCCCC2)CC1
-22 | 24 | COC(=O)Cc1cc(=O)[nH]c(/N=C(\N)Nc2ccccc2C)n1
15 | 29 | CC(C)(C)NC(=O)CN(C(=O)CS(=O)CC(=O)Nc1ccc(F)cc1)c1ccc(F)c(Cl)c1 (stereo unspecified)
7 | 34 | Cc1ccc(C)c(NC(=O)c2nnn(Cc3ccccc3C)c2N)c1
46 | 22 | Cc1ccc(C(=O)c2cn[nH]c2-c2cc(Cl)ccc2O)cc1
23 | 13 | Cc1cccc(NC(=O)c2ccccc2OCC(=O)N2CCOCC2)c1C
-42 | 53 | Cc1ccc(CS(=O)(=O)CCC(=O)NCCN2CCCCC2C)cc1 (stereo unspecified)
22 | 14 | CCOC(=O)c1sc(-c2ccccc2)cc1N
18 | 32 | Cc1nn2cc(-c3ccc(Cl)cc3)nc2s1
-1 | 20 | CCOc1ccc(/C(O)=C2/C(=O)C(=O)N(CCOCCO)C2c2cccnc2)cc1 (stereo unspecified)
60 | 8 | CCOC(=O)C1CCN(C(=O)Nc2ccc3nc(C)c(C)nc3c2)CC1
-6 | 20 | O=C(NCCCN1CCOCC1)c1c(O)c2cc(Br)cc(Br)c2[nH]c1=O

(listing goes on)
mHtt clearance | mHtt clearance grain fraction | Compound
46 | 18 | COCCN(CCOC)S(=O)(=O)c1ccc(OC)cc1
-12 | 22 | CC(=O)Nc1nonc1-c1nc2ccccc2n1CC1CC1
-5 | 21 | Cc1cc(C)n2cc(CSc3ncccc3C(=O)O)nc2n1
67 | 15 | Cc1ccccc1NC1c2ccccc2C(=O)N1Cc1ccco1 (stereo unspecified)
16 | 37 | CCNC(=O)c1c(N)sc2c1CCCCC2
21 | 16 | CCOC(=O)CCc1c(C)c2ccc(O)cc2oc1=O
-75 | 33 | Cc1ccc(-n2c(C(C)n3nc(C)c([N+](=O)[O-])c3C)n[nH]c2=S)cc1 (stereo unspecified)
-29 | 51 | CC1=C(C(=O)OCCOC(C)C)C(c2cccnc2)C2=C(CCCC2=O)N1 (stereo unspecified)

Among those listed so far, these have an NH in an aromatic ring:
mHtt clearance | mHtt clearance grain fraction | Compound
-84 | 69 | COc1cccc2[nH]c3c(N4CC(C)CC(C)C4)ncnc3c12 (stereo unspecified)
-51 | 28 | CCOC(=O)C(C)(C)Sc1ncnc2nc[nH]c12
29 | 14 | CNC(=O)c1ccccc1NC(=O)c1c(O)c2c([nH]c1=O)CCCC2
55 | 17 | O=C1CCCN1CCCNc1ncnc2c1[nH]c1ccccc12
-52 | 54 | Nc1cc(N)cc(-c2nc3ccccc3[nH]2)c1
-47 | 28 | CCN(CC)c1nc(N(CC)CC)[nH]c(=O)n1
-33 | 29 | CCCC(C)n1[nH]c(=O)c2c(C)cc(C)nc21 (stereo unspecified)
-22 | 46 | O=C(Nc1ccccc1)c1n[nH]c(Cn2cncn2)n1
-18 | 43 | CCC(C)(C)n1nnnc1C(c1cc2ccc(OC)cc2[nH]c1=O)N1CCc2ccccc21 (stereo unspecified)
-22 | 24 | COC(=O)Cc1cc(=O)[nH]c(/N=C(\N)Nc2ccccc2C)n1
46 | 22 | Cc1ccc(C(=O)c2cn[nH]c2-c2cc(Cl)ccc2O)cc1
-6 | 20 | O=C(NCCCN1CCOCC1)c1c(O)c2cc(Br)cc(Br)c2[nH]c1=O
-75 | 33 | Cc1ccc(-n2c(C(C)n3nc(C)c([N+](=O)[O-])c3C)n[nH]c2=S)cc1 (stereo unspecified)
